# Compound activity as filed in PubChem.
# Bfl-1 Bim block – inhibitors of Bim binding to Bfl-1, primary screen, biochemical, multiplexed, bead-based flow cytometry | inhibition, % at 10 µM | Bcl-2-related protein A1 (Homo sapiens), Q16548 | 190,000 tested, 0.12% active | Bim-Bfl-1 binding inhibition;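 further: 0% = wells without compound plus tracer and 100% = blocker peptide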
# Bcl-W Bim block – inhibitors of Bim binding to Bcl-W, primary screen, biochemical, multiplexed, bead-based flow cytometry; Bim peptide-Bcl-W binding; inhibition, % at 10 µM; Bcl-2-like protein 2 (Homo sapiens), Q92843; 190,000 tested, 0.02% active;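 further: 0% = bound tracer without compound and 100% = peptide blocker; higher means less fluorescent Bim peptide bound to Bcl-W beads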
# Target sequence (Q92843 whole entry, looked up): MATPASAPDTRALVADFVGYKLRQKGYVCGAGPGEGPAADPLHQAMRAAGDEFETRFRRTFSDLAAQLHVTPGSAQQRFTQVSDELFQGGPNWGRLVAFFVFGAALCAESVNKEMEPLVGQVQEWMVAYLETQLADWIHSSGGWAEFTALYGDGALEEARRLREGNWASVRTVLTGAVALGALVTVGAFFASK
# Bim-Bcl-2 – inhibitors of Bim-Bcl-2 binding, primary screen, biochemical, multiplexed, human Bcl-2 family; Apoptosis regulator Bcl-2 (Homo sapiens), P10415; Bead-based flow cytometry, Bim peptide-Bcl-2 binding; inhibition, % at 10 µM; 190,000 tested, 0.06% active; AID 950, 2007; in the data active means inhibition above about 40%; inconclusive means no clear call, values can overlap the other calls;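 further: 0% = no compound wells with probe peptide and 100% = reference peptide inhibitor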
# Target sequence (P10415 whole entry, looked up): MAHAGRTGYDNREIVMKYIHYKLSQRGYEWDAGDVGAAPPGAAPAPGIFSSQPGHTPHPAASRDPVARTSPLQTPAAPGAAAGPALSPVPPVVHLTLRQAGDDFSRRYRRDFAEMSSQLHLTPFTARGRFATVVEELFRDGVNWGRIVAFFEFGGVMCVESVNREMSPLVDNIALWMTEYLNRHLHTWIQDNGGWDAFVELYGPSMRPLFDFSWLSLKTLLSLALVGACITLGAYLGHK
# GSH bead fluor – compound fluorescence on glutathione beads, profiling panel, artefact control, biophysical, 488/530 nm, flow cytometry; GSH beads flow cytometry, compound fluorescence 488/530 nm; stronger effect = higher value; fluorescence (KMESF) at 10 µM; 190,000 tested, 0.25% active; in the data active means fluorescence above about 89;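 further: glutathione beads carrying GST-tagged Bcl family fusion proteins plus one bare bead set; values are compound well signal with DMSO vehicle wells as background; inactives centre near 16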
# RGS7-Gao – RGS7-Galphao binding modulators, primary screen, biochemical, multiplexed bead flow cytometry; Guanine nucleotide-binding protein G(o) subunit alpha (Homo sapiens), P09471; actives lie on both sides; binding response (% of control), % at 10 µM; 220,000 tested, 0.35% active; in the data active means binding response below about 49% or above about 150%; inconclusive means no clear call, values can overlap the other calls; inactive means in between;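 further: fluorescent Galphao held in activated GDP-AlF4 state binding bead-coupled RGS7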
# Target sequence (P09471 whole entry, looked up): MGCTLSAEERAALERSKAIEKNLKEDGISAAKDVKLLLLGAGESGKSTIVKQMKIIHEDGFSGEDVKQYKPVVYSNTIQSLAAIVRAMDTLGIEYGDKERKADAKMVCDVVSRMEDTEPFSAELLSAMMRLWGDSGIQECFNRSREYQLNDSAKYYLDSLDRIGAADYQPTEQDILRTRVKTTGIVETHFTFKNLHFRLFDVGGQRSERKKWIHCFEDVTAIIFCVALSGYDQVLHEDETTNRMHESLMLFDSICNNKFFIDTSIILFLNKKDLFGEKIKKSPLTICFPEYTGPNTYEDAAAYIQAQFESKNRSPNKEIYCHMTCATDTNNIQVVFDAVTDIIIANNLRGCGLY
# RGS4-Gao reg – modulators of RGS4 binding to Galphao, primary screen, biochemical, multiplexed bead flow cytometry; 220,000 tested, 0.33% active; binding response (% of control), % at 10 µM; AID 1415, 2008; actives lie on both sides; in the data active means binding response below about 49% or above about 150%; inactive means in between;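 further: fluorescent Galphao activated with aluminum fluoride binding bead-coupled RGS4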
# ABCB1 block – ABCB1 efflux pump inhibitors, primary screen, cell-based, multiplex, flow cytometry, ABCG2 counter-screen. ATP-dependent translocase ABCB1 (Homo sapiens), P08183. CCRF-Adr cells, JC-1 efflux. inhibition, % at 6.6 µM. 190,000 tested, 0.067% active; in the data active means inhibition above about 40%;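 further: 0% = vehicle and 100% = reference inhibitor; higher value means more JC-1 retained so stronger ABCB1 efflux block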
# Bcl-XL Bim block – inhibitors of Bim-Bcl-XL binding, primary screen, biochemical, multiplexed, bead flow cytometry, human Bcl-XL; Bcl-2-like protein 1 (Homo sapiens), Q07817; Bim peptide-Bcl-XL binding, fluorescence; inhibition, % at 10 µM; 190,000 tested, 0.04% active
# ABCG2 block – ABCG2 efflux pump inhibitors, primary screen, multiplex with ABCB1, IgMXP3 cells, flow cytometry. 190,000 tested, 0.1% active. JC-1 efflux. Broad substrate specificity ATP-binding cassette transporter ABCG2 (Homo sapiens), Q9UNQ0. inhibition, % at 6.6 µM;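 active means inhibition above 80%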;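 further: 0% = DMSO and 100% = nicardipine control wells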
#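 Test system: IgMXP3 (ABCG2) plus far-red-tagged CCRF-Adr (ABCB1) cells / Amount: 3 million cells/mL in well / Reagent: JC-1 transporter substrate / Timing: 10 min compound exposure, 25 °C / Signal: flow cytometry, 530 nm JC-1 signal / Read-out: percent efflux inhibition, scaled nicardipine 100% to DMSO 0% / Benchmarks: nicardipine as high control, DMSO as low control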
# Avidin bead fluor – green autofluorescence of compounds with avidin beads – biophysical, 488/530 nm, flow cytometry, artefact control, profiling panel; compound fluorescence 488/530 nm; stronger effect = higher value; AID 1775, 2009; 220,000 tested, 0.38% active; fluorescence (KMESF) at 10 µM; in the data active means fluorescence above about 47; further: inactives centre near 10
# Bim-Bcl-B – inhibitors of Bim-Bcl-B binding, primary screen, biochemical, multiplexed, human Bcl-2 family; Bcl-2-like protein 10 (Homo sapiens), Q9HD36; bead-based flow cytometry, Bim peptide-Bcl-B binding; inhibition, % at 10 µM; 190,000 tested, 0.073% active; AID 951, 2007;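 further: 0% = tracer peptide without compound and 100% = reference inhibitor peptide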
# Target sequence (Q9HD36 whole entry, looked up): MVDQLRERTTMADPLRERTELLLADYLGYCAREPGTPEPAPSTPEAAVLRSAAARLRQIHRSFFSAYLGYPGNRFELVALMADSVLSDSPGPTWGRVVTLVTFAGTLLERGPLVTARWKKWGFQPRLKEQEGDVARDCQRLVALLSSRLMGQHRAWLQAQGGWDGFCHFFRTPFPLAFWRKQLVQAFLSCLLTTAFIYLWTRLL
# Starred values were filed as active, the others as inactive; ? = inconclusive. Unless noted, no stated cut-off is given here; in the data, active means inhibition above about 40%.
cpd	Compound	Bfl-1 Bim block	Bcl-W Bim block	Bim-Bcl-2	GSH bead fluor	RGS7-Gao	RGS4-Gao reg	ABCB1 block	Bcl-XL Bim block	ABCG2 block	Avidin bead fluor	Bim-Bcl-B
1	CC(=O)Nc1cccc(OC(=O)COc2ccc(Br)cc2)c1	-2	-4	-4	8	97	98	3.1	-6	14	7	-10
2	Cc1ccc(NC(=O)c2cc(Cl)nc3ccccc23)cc1	-9	22	-15	17	99	102	0.9	13	8	18	3
3	COc1ccc(S(=O)(=O)N2CCN(CCO)CC2)cc1-c1nnc2c3ccccc3c(C)nn12	-9	-1	-9	18	99	101	0.2	-2	1	6	-2
4	COc1ccccc1N1CCN(c2ncc(C(=O)N3CCN(c4cccc(Cl)c4)CC3)c3ccccc23)CC1	-4	-1	-6	12	102	105	-0.2	-3	-1	6	-2
5	Cc1ccc(C(=O)NCC(=O)OCC(=O)c2ccc(C)c([N+](=O)[O-])c2)cc1	-1	-9	-3	11	98	100	0.9	-2	13	12	-2
6	CC(C)(C)C(=O)COC(=O)c1cc(-c2cccnc2)nc2ccccc12	-4	0	-5	16	?	112	3.3	-2	17	11	-1
7	COC(=O)N/N=C(\C)c1ccc2ccccc2c1OC(F)F	-17	-3	-4	11	103	96	0.5	-4	16	14	-7
8	CCCOC(=O)c1ccc(NC(=O)C(=O)NCCN(CC)CC)cc1	-7	-1	-2	9	99	100	0.5	-3	0	9	-4
9	COc1ccc(/C=C(\CC(=O)O)c2nc3ccccc3o2)cc1	-4	-1	-5	13	96	95	0.8	0	8	10	-2
10	Cc1ccc(CCN2CC(C(=O)N3CCN(c4ccc(F)cc4)CC3)CC2=O)cc1 (stereo unspecified)	0	0	1	12	87	90	0.8	-1	3	34	3
11	CC(=O)Nc1ccccc1OC(C)C(=O)N1CCC(C)CC1 (stereo unspecified)	-4	0	-4	15	?	100	0.1	-3	-1	10	-4
12	CSc1cccc(NC(C)=O)c1	-2	0	-1	5	101	93	-0.3	-5	1	2	-5
13	COc1ccc(CC(=O)N/N=C(/C)c2ccco2)cc1	-2	0	-1	26	104	100	0.1	-3	0	13	0
14	CCOC(=O)N/N=C/c1ccccc1F	-15	-1	-11	35	103	97	0.1	-10	3	12	-7
15	CC(C)CNC(=S)NC(=O)c1ccc(Cl)cc1	0	-1	0	6	100	100	0.4	-3	1	2	-2
16	CCCCOc1ccc(C(=O)Nc2ccc(C)cc2[N+](=O)[O-])cc1	-5	-2	-7	13	99	101	-9.8	-9	-1	13	-8
17	Cc1[nH]n(C(C)(C)C)c(=O)c1Sc1ccc(Cl)cc1	-2	0	-1	4	94	97	0.5	0	1	18	-2
18	CC1(C)C(=O)N(OCc2ccccc2)C(C)(C)C(=O)N1OCc1ccccc1	-19	-2	-12	28	101	107	1.2	-5	5	14	-8
19	NCCN1CCN(CCN)CC1	-12	3	-3	52	99	103	0.7	7	4	8	-8
20	Cc1[nH]c2ccccc2c1SCC(=O)O	-2	-6	0	15	97	100	-0.4	-5	-2	7	-6

# Rewritten screen by screen: entries from further up.
(2) Cc1ccc(NC(=O)c2cc(Cl)nc3ccccc23)cc1
(3) COc1ccc(S(=O)(=O)N2CCN(CCO)CC2)cc1-c1nnc2c3ccccc3c(C)nn12
Assay by compound | 2 | 3
Bfl-1 Bim block | -9 | -9
Bcl-W Bim block | 22 | -1
Bim-Bcl-2 | -15 | -9
GSH bead fluor | 17 | 18
RGS7-Gao | 99 | 99
RGS4-Gao reg | 102 | 101
ABCB1 block | 0.9 | 0.2
Bcl-XL Bim block | 13 | -2
ABCG2 block | 8 | 1
Avidin bead fluor | 18 | 6
Bim-Bcl-B | 3 | -2

# Additional records:
cpd	Compound	Bfl-1 Bim block	Bcl-W Bim block	Bim-Bcl-2	GSH bead fluor	RGS7-Gao	RGS4-Gao reg	ABCB1 block	Bcl-XL Bim block	ABCG2 block	Avidin bead fluor	Bim-Bcl-B
21	Cc1ccc(-c2nc3c(c(=O)c4ccccc4n3C)c(=O)n2-c2ccccc2)cc1	-3	-4	0	9	98	93	1.9	-12	6	14	-11
22	CCCCCCCCOC(=O)c1ccc(N)cc1	0	-1	1	16	96	87	-0.3	-1	-1	4	-2
23	CCc1nc(N2CCCC2)c(C#N)c2c1CCCC2	-2	0	-1	14	99	100	-0.3	-3	0	28	-2
24	CC(=O)Nc1nc2ccc(-c3nc4ccccc4o3)cc2s1	-18	-3	-13	22	102	103	-1.1	-12	-4	32	-11
25	Cc1cccc(N(C(=O)c2sc(C)nc2C)C(C(=O)NCc2ccco2)c2ccccc2)c1 (stereo unspecified)	-18	2	-11	26	105	103	1.3	0	1	16	-10
26	CCC(=O)n1nc(NCc2ccc(OC)c(OC)c2)nc1NCc1ccc(OC)c(OC)c1	-11	1	-6	62	98	97	1.8	-7	2	7	-7
27	Cc1nc2oc(C(=O)c3ccccc3)c(N)c2c2c1COC(C)(C)C2	-4	0	-4	14	104	99	0.7	-4	4	25	-2
28	Cc1ccc2nc(Nc3ccc4[nH]c(=O)[nH]c4c3)c(-n3nc(C)cc3C)nc2c1	-8	0	-4	33	106	110	1.0	-4	5	6	-11
29	CCOC(=O)C(C)Oc1cccc2c(=O)n(CC(=O)N3CCc4ccccc43)ccc12 (stereo unspecified)	-6	0	-7	24	99	101	1.5	-3	1	6	-4
30	Cc1ccn(C(CC(=O)c2ccc(Br)cc2)C(=O)O)n1 (stereo unspecified)	-4	0	-4	13	109	108	-0.1	0	0	5	-8
31	CC(=O)Nc1c(C)cc(S(C)(=O)=O)cc1C	0	-1	3	5	58	61	-0.2	0	-2	0	1
32	Cn1c(=O)c2c([nH]c(=O)n2C)n(C)c1=O	-25	-7	-7	28	101	105	0.0	-9	3	29	-6
33	O=C(Nc1cc(C(F)(F)F)cc(C(F)(F)F)c1)c1ccc(Cn2cc(C(F)(F)F)ccc2=O)cc1	-5	-4	-7	36	101	102	3.3	-8	78	14	-4
34	Cc1ccc2sc3ccc(NC(=O)c4ccccc4Cl)cc3c(=O)c2c1	-10	1	-8	33	100	100	-1.8	0	-1	7	-9
35	Cc1ccc(O)c(NC(=S)NC(=O)COc2ccc(Br)cc2)c1	-6	-3	-2	18	?	107	0.3	-3	4	11	-8
36	Cc1cccc(Nc2nnc(-c3ccc(N4CCOCC4)c([N+](=O)[O-])c3)c3ccccc23)c1	-9	-4	-3	17	103	101	11	-7	18	18	-6
37	CCOC(=O)NN1C(=O)c2ccccc2NC1c1ccc(OC)c(OC)c1 (stereo unspecified)	-3	0	2	21	88	96	0.5	1	3	4	-3
38	COc1ccc(CCNC(=O)NC2CCCCC2)cc1	-1	-3	-4	19	100	102	-0.1	-6	-1	6	-7
39	Cc1cc([N+](=O)[O-])nn1CC(=O)N1CCOCC1	-5	-2	1	24	96	100	0.2	-2	1	9	-4
40	COc1ccc(C(C)(C)C)cc1NC(=O)CNc1cccc2ccccc12	-4	-3	-2	19	103	102	1.1	-7	12	7	-1
41	Cc1cc(OCC(=O)Nc2cccc(S(=O)(=O)NC3=NCCCCC3)c2)ccc1Cl	-9	-2	-9	13	102	100	0.4	-3	1	14	-8
42	Cc1ccc(C(=O)N/N=C/c2ccc3c(c2)OCO3)o1	1	-1	2	7	99	99	0.5	-3	4	4	-2
43	O=C(NC1c2ccccc2-c2ccccc21)c1ccccc1	-14	-2	-8	14	100	100	0.3	-7	-1	12	-10
44	COc1ccc(CCN=C(N)NS(=O)(=O)c2ccc3ccccc3c2)cc1	-6	-3	-8	10	97	102	0.1	-5	7	11	-7
45	C=CCSc1nc(N(CC)CC)c2sccc2n1	-2	-1	0	16	92	95	0.7	-3	9	22	-2
46	Cc1nonc1C(=O)N/N=C/c1cccc(O)c1	-2	-4	-7	11	103	103	-0.4	-8	77	24	-5
47	CC1(C)C(=O)C2(CCCCC2)C(=O)OC1c1cccn1-c1ccc([N+](=O)[O-])cc1 (stereo unspecified)	-8	-7	-5	15	94	93	4.2	-8	12	15	-9
48	O=C(NC(=S)Nc1ccc(N2CCCCC2)cc1)c1cccs1	-12	2	-6	35	101	102	0.1	-3	13	14	-10
49	O=C(NCCN1CCN(c2ccccc2)CC1)C1CCN(S(=O)(=O)c2cccc3nsnc23)CC1	-3	0	-1	25	98	101	0.0	-2	6	9	-1
50	CCN(CC)CCNc1cc(C)nc2c1C(=O)C(=O)C=C2N1CCCCC1	5	6	5	9	95	98	0.0	2	0	8	0
51	CN(C)CCOc1nc(-c2ccccc2)nc2c1oc1ccccc12	-10	0	-7	15	109	109	1.9	-3	7	7	-5
52	CCNC(=S)NCc1ccc2c(c1)OCO2	-4	-6	-7	14	100	103	0.3	-4	2	19	-8
53	O=C1CN(C(=O)COC(=O)C23CC4CC(CC(O)(C4)C2)C3)c2ccccc2N1	-10	0	-16	23	104	101	-3.3	-4	-1	15	-5
54	CCOc1ccc(C(=O)Nc2ccc(NC(=O)c3ccco3)c(Cl)c2)cc1Br	0	-7	-5	28	95	90	-0.7	-4	-3	15	-12
55	C#CCn1c(=NC(=O)c2cc(-c3cccs3)nc3ccccc23)sc2cc(S(N)(=O)=O)ccc21	1	4	3	5	34*	80	-0.7	3	-2	0	-18
56	CC(=O)c1cc(-c2ccccc2)n(CC(=O)Nc2cccc(C)c2C)c1C	1	-4	-2	5	93	90	0.6	-6	0	0	-4
57	CCCCNC(=O)c1nnn(-c2ccccc2)c1N	26	18	16	12	101	96	0.1	29	0	23	17
58	CC1CN(C(=O)c2cn3ccccc3n2)CC(C)O1 (stereo unspecified)	-3	0	-5	15	101	102	0.8	-2	2	6	-3
59	CCOc1ccc(S(=O)(=O)NN)cc1	-10	0	-9	11	96	101	0.2	-3	1	8	-2
60	S=c1[nH]c2ncccc2o1	-6	1	-10	11	101	104	1.9	-2	12	8	-11
61	COc1cccc(C2(O)CCN(C(=O)Cc3cccnc3)CC2)c1	-2	-3	-1	24	105	104	0.6	-3	6	14	-1
62	CCOC(=O)c1sc(NC(=O)C2CCC2)cc1C	-9	1	-3	11	102	102	0.2	-1	5	26	-3
63	N/C(=N\OC(=O)c1ccc(Cl)cc1)c1ccccn1	0	0	3	22	104	101	1.4	1	14	10	3
64	CCOC(=O)CSc1nc(-c2ccccn2)ncc1OC	2	1	-2	13	95	96	0.5	2	1	8	2
65	Cc1ccc(Nc2nc(-c3ccc(C)cc3)c(CC(=O)O)s2)cc1	-3	0	-3	15	?	98	0.4	-1	0	13	-4
66	CC(=O)Nc1ccc(N2C(=O)CSC2c2ccccc2[N+](=O)[O-])cc1 (stereo unspecified)	0	-1	-2	10	100	101	1.9	-3	4	2	-7
